# GPR151 activ = activators of human GPR151, primary screen, cell-based, PathHunter beta-arrestin, luminescence; activation, % at 11.2 µM; actives 1% (n = 650,000); AID 1508602, 2020; PathHunter beta-arrestin GPR151 cells; G-protein coupled receptor 151 (Homo sapiens), Q8TDV0; in the data active = activation above about 4.9%;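 note: 0% = median of compound wells and 100% = cells with positive control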
# Target sequence (Q8TDV0 whole entry, looked up): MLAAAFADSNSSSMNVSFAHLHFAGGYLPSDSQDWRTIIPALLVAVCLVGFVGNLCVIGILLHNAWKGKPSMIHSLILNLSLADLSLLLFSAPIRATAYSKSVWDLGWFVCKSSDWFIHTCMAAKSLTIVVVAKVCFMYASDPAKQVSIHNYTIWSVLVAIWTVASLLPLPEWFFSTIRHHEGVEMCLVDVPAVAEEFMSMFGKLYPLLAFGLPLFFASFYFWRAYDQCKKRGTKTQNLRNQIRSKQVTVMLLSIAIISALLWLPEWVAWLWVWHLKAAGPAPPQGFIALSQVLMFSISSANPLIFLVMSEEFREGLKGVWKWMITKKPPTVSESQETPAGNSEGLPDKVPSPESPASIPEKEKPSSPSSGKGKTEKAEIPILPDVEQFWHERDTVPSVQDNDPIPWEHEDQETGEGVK
# TEAD-YAP block = TEAD-YAP interaction inhibition, primary screen, TEAD-YAP interaction inhibitor project, luminescence, HEK-TIYL cells; TEAD-Gal4/YAP UAS-luciferase luminescence; inhibition, % at 9.12 µM; actives 1.4% (n = 640,000); AID 1259422, 2018; in the data active = inhibition above about 32%;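 note: 0% = median of test compound wells and 100% = reference inhibitor wells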
# FBW7 act = FBW7 E3 ligase activators, primary screen, biochemical, AlphaScreen, human; AlphaScreen FBW7–phospho-cyclin E peptide binding, activator screen; normalized activity (activation), % at 26.1 µM; AID 1259310, 2017; actives 0.13% (n = 650,000); F-box/WD repeat-containing protein 7 (Homo sapiens), Q969H0; in the data active = normalized activity above about 1.9%;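 note: purified mutant Fbw7 with reduced substrate affinity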
# MITF inh = MITF inhibitors, primary screen, biochemical, AlphaScreen, human | Microphthalmia-associated transcription factor (Homo sapiens), O75030 | AlphaScreen MITF homodimerization, bead proximity signal | inhibition, % at 2.6 µM | actives 0.91% (n = 650,000) | AID 1259374, 2018; in the data active = inhibition above about 50%;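 note: 0% = vehicle wells with protein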
# Target sequence (O75030 whole entry, looked up): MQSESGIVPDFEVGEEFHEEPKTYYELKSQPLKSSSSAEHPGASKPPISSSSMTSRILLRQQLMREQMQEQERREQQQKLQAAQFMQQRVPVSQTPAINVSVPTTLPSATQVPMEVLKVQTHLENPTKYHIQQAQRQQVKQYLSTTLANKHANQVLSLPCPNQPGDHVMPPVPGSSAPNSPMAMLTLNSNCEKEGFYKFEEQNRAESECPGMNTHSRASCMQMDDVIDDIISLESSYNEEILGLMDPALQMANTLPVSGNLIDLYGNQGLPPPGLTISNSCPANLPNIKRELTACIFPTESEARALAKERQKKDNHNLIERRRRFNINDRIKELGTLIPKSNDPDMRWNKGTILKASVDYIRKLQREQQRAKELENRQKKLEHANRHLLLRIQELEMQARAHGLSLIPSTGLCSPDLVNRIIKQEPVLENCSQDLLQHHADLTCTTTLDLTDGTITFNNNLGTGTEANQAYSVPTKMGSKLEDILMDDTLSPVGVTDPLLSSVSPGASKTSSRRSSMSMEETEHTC
# Numbers without * were called inactive; / = not tested or not shown.
item	canonical_smiles	GPR151 activ	TEAD-YAP block	FBW7 act	MITF inh
1	COc1ccc(-c2cc(C(=O)OCC(=O)c3ccc(OC)c([N+](=O)[O-])c3)c3cc(C)ccc3n2)cc1	-1.0	-0.7	-0.2	-7.8
2	C/C(Cl)=C/Cn1c(N2CCNCC2)nc2c1c(=O)n(C)c(=O)n2C	1.0	2.5	-0.4	20.1
3	COc1ccc(OCC(=O)Nc2ccc(-c3nc4cc(C)cc(C)c4o3)cc2)cc1	1.9	4.3	0.4	10.3
4	COC1CCCN(c2nc3nonc3nc2NCc2cccs2)C1 (centres undefined)	0.2	-6.9	0.1	4.6
5	O=C1NC(=O)N(c2ccc(Br)cc2)C(=O)/C1=C/c1cccs1	1.7	-3.3	0.0	-4.3
6	O=C(NCC1CCC2(CCN(Cc3cnn(-c4ccccc4)c3)CC2)O1)c1ccco1 (centres undefined)	-0.5	9.6	1.2	4.5
7	N#Cc1cc2c(=O)n3ccccc3nc2n(-c2ccccc2[N+](=O)[O-])c1=O	-0.5	10.8	-0.2	-9.5
8	CN1c2ccccc2Sc2ccccc21	0.6	-2.4	0.0	13.2
9	CC1=C(C(=O)OCCc2ccccc2)C(c2cccc(Cl)c2)C2=C(CC(C)(C)CC2=O)N1 (centres undefined)	-1.2	-9.1	0.1	-7.5
10	O=C(CSc1nc2ccccc2c(=O)n1CC1COc2ccccc2O1)c1ccccc1 (centres undefined)	-1.1	-8.8	-0.1	-8.0
11	Cn1nccc1Nc1nc(C(=O)Nc2ccc(N3CCOCC3)cc2)cs1	1.9	-15.6	-0.1	10.8
12	CC1=C(C(=O)OCC(C)C)C(c2ccccc2F)C2=C(CC(c3ccccc3)CC2=O)N1 (centres undefined)	-0.5	13.7	0.3	-0.5
13	O=C(Nc1cc(F)ccc1F)c1ccc2nccnc2c1	-1.5	-2.5	0.4	-4.6
14	COc1ccc(NC(=O)C(NC(=O)/C=C\c2ccc3c(c2)OCO3)c2ccc(OC)cc2)cc1 (centres undefined)	-1.1	9.7	0.1	4.2
15	COc1cccc(C2CC(c3cccc(Br)c3)Nc3nnnn32)c1OC (centres undefined)	0.1	5.2	0.1	9.4
16	COC(=O)Cn1c(=O)c2c(nc3n(C)c(C)c(C)n23)n(C)c1=O	0.6	9.6	0.1	12.5
17	Cc1ccnc2nc(C(=O)OCC(=O)c3c[nH]c4ccccc34)nn12	-0.6	9.9	0.5	-0.9
18	Cc1nnnn1-c1ccc(CC(=O)N2C3CCC2CC(c2ccc(F)cc2)C3)cc1 (centres undefined)	-0.6	-9.1	0.0	19.5
19	COc1ccc(-c2noc(COc3ccc(Cl)c(C)c3)n2)cc1	0.3	15.7	0.3	12.2
20	CCOC(=O)c1c(SCc2ccccc2Cl)nc(=O)[nH]c1C	0.0	9.1	0.0	9.1

# Entries of single compounds from above. Order of values: GPR151 activ	TEAD-YAP block	FBW7 act	MITF inh
# `COc1ccc(-c2noc(COc3ccc(Cl)c(C)c3)n2)cc1` is listed as 0.3	15.7	0.3	12.2
# `Cn1nccc1Nc1nc(C(=O)Nc2ccc(N3CCOCC3)cc2)cs1` is listed as 1.9	-15.6	-0.1	10.8
# `COc1ccc(NC(=O)C(NC(=O)/C=C\c2ccc3c(c2)OCO3)c2ccc(OC)cc2)cc1` (centres undefined) is listed as -1.1	9.7	0.1	4.2
# `COc1cccc(C2CC(c3cccc(Br)c3)Nc3nnnn32)c1OC` (centres undefined) is listed as 0.1	5.2	0.1	9.4
# `COC(=O)Cn1c(=O)c2c(nc3n(C)c(C)c(C)n23)n(C)c1=O` is listed as 0.6	9.6	0.1	12.5

# (list continues)
item	canonical_smiles	GPR151 activ	TEAD-YAP block	FBW7 act	MITF inh
21	CCOc1ccc(N2C(=O)CC(NCC(=O)OC)C2=O)cc1 (centres undefined)	2.5	-9.9	0.2	1.9
22	CC(C)NC(=O)c1ccc(CNC(=O)OCC(F)(F)F)cc1	-1.8	4.7	0.2	9.3
23	Cc1cccc(N=c2oc3ccc(Br)cc3cc2-c2nc3ccccc3[nH]2)c1	0.8	-1.0	-0.1	-1.8
24	COc1ccc(/C=C(\C#N)c2nc(-c3ccc(C)cc3)cs2)cc1OC	1.0	-6.0	-0.1	-2.2
25	CN1CCN(C(=O)c2ccc(-c3nc(NCc4cccnc4)c4[nH]cnc4n3)cc2)CC1	1.6	-5.0	-0.4	5.4
26	COc1ccc(CNc2ccc(C(=O)N3CCN(c4ccccc4)CC3)cc2S(=O)(=O)Nc2cccc(OC)c2)cc1	2.3	1.1	-0.2	5.4
27	O=C(NC(=S)Nc1ccc(Cl)cc1F)c1ccco1	-0.8	-27.3	-0.3	-14.4
28	CC1CCCCC1N1C(=O)C2C(C(=O)Nc3cc(Cl)cc(Cl)c3)C3C=CC2(O3)C1C(=O)NC1CCCCC1 (centres undefined)	-1.2	-1.6	-0.1	-0.4
29	CC1=C(C(=O)OCCC#N)C(c2ccccc2Cl)NC(=O)N1 (centres undefined)	0.0	-5.0	-0.1	-0.7
30	O=c1[nH]c(/C=C2\C=Nc3ccccc32)c(O)n1-c1ccc(Cl)cc1	-0.6	-18.2	0.7	11.7
31	Cc1cccc(C2Nc3ccccc3C(=O)N2CCc2ccccc2)n1 (centres undefined)	0.7	-15.4	-0.1	7.3
32	COc1ccc(C(c2nnnn2C(C)(C)C)N2CCN(c3ccccc3)CC2)c(OC)c1 (centres undefined)	3.1	-5.6	-0.1	-1.8
33	Cc1cccc(C(=O)Oc2ccc(-c3cccc(-c4ccc(OC(=O)c5cccc(C)c5)cc4)n3)cc2)c1	0.6	-7.9	-0.2	1.0
34	COC(=O)c1ccn(C(=O)c2ccc(F)cc2)n1	2.5	-2.3	0.0	2.5
35	O=C(CSc1nnc(Cc2cc(=O)[nH]c(=O)[nH]2)n1-c1ccccc1)NC1CCCC1	3.4	1.5	0.1	-2.0
36	CC(=O)NCCn1c(SCC(=O)NCc2ccco2)nc2ccccc2c1=O	1.1	-4.0	0.0	11.3
37	COC(=O)c1cc(C)sc1NC(=S)NCCCn1cc(C)cn1	2.2	-2.6	0.1	15.3
38	CCOc1ccc(-c2cc(NC(=O)Cn3ncc4c3-c3ccccc3OC4)on2)cc1	0.0	-6.6	0.4	27.6
39	CC(NC(=O)CSc1cccc2cccnc12)c1ccccc1 (centres undefined)	1.1	13.4	-1.1	6.1
40	CCOC(=O)C1=C(C)N=c2s/c(=C\c3ccc(O)c(OCC)c3)c(=O)n2C1c1ccc2c(c1)OCO2 (centres undefined)	0.7	-4.1	0.0	-4.3

# No new results follow: two of the compounds above.
item	canonical_smiles	GPR151 activ	TEAD-YAP block	FBW7 act	MITF inh
31	Cc1cccc(C2Nc3ccccc3C(=O)N2CCc2ccccc2)n1 (centres undefined)	0.7	-15.4	-0.1	7.3
32	COc1ccc(C(c2nnnn2C(C)(C)C)N2CCN(c3ccccc3)CC2)c(OC)c1 (centres undefined)	3.1	-5.6	-0.1	-1.8

# Further compounds:
item	canonical_smiles	GPR151 activ	TEAD-YAP block	FBW7 act	MITF inh
41	O=c1nc2scc(-c3ccccc3)n2c2ccccc12	1.1	4.9	0.1	12.1
42	CCOCCOC(=O)C1=C(C)NC2=C(C(=O)CC(c3ccc(OC)cc3)C2)C1c1cc2c(cc1Br)OCO2 (centres undefined)	0.6	2.4	-0.1	-11.4
43	COc1cc(/C=c2\sc3nc4ccccc4n3c2=O)c(Cl)cc1O	0.9	-2.7	0.6	14.3
44	Cc1ccc(N/C(=N/S(=O)(=O)c2ccccc2)C(F)(F)F)cc1	1.4	-12.0	0.2	12.2
45	Cc1ccc(N(CC(=O)NCC(O)c2ccccc2)S(=O)(=O)c2ccc(C)cc2)cc1 (centres undefined)	1.0	1.6	0.1	8.1
46	COc1cccc(NC(=O)Cn2c(-n3nc(C)cc3C)nc(C)cc2=O)c1	-0.9	2.2	-0.1	5.3
47	Cc1ccc(C(C)C)cc1S(=O)(=O)NCc1cccnc1	3.7	2.4	-0.1	12.1
48	CCCCCCNC(=O)CNC(=S)N(Cc1cccs1)C1CCCCC1	-1.0	-3.2	0.0	-4.4
49	O=C(COc1ccc(-c2ccccc2)cc1)NN1C(=O)c2ccccc2C1=O	-0.8	3.1	0.0	7.7
50	O=C(Nc1cccc2ccccc12)c1nn2c(C(F)(F)F)cc(-c3ccc(Br)cc3)nc2c1Br	1.5	-0.9	-0.1	3.7
51	COc1ccc(CCNC(=O)CCNC(=O)c2cc(OC)c(OC)c(OC)c2)cc1OC	0.7	-2.5	0.1	10.0
52	CC(CCc1ccccc1)NCc1c(C(=O)O)n(Cc2ccccc2)c2ccccc12 (centres undefined)	1.5	13.0	0.9	10.6
53	C/C=C(\C)CN1CCC2(CC1)CC2C(=O)N1CCN(Cc2cccs2)CC1 (centres undefined)	-1.2	2.0	-0.1	5.6
54	CC(C(=O)NC1CCCC1)N1Cc2ccccc2C1=O (centres undefined)	-0.2	3.3	0.1	-1.9
55	NS(=O)(=O)c1ccc2c(c1)C1C=CCC1C(c1cccc3ccccc13)N2 (centres undefined)	4.0	-5.6	-0.2	-16.1
56	O=C(OCc1ccc(Cl)cc1)c1cc2ccccc2oc1=O	-1.7	-44.1	0.2	42.9
57	CCCCC(=O)N1c2ccccc2NC2=C(C(=O)CCC2)C1c1ccc(Cl)cc1Cl (centres undefined)	-1.4	4.8	0.1	14.9
58	Cn1ncc(C#N)c1NC(=O)c1cc(-c2ccc(Cl)cc2Cl)on1	-0.3	-33.2	-0.2	-3.7
59	CC(NC(=O)C12CC3CC(CC(C3)C1)C2)C12CC3CC(CC(C3)C1)C2 (centres undefined)	-0.6	10.9	0.0	13.4
60	CCOc1ccccc1CN1CCNC(=O)C1CC(=O)NCc1ccc(Cl)cc1 (centres undefined)	-0.6	1.1	0.0	8.8
61	O=C1CCCN1CCCNc1ncnc2nc(Nc3ccc(C(F)(F)F)cc3)[nH]c12	2.5	-3.0	-0.1	-6.2
62	CSc1ncnc2c1ncn2CC(=O)Nc1ccc(C)c(C)c1	2.0	0.6	0.0	-6.2
63	O=C(NNC(=O)C1CCCCC1)c1ccc(N2CCCC2=O)cc1	2.4	-5.3	-0.1	4.5
64	O=C(Nn1c(-c2ccc(Br)cc2)nc2ccccc2c1=O)c1ccc(Br)cc1	-0.7	15.1	0.3	11.2
65	CCN(CC)C(=O)CSC1=Nc2ccccc2C2=NC(Cc3c[nH]c4ccccc34)C(=O)N12 (centres undefined)	-0.5	-5.9	-0.2	-8.3
66	COc1cc([N+](=O)[O-])ccc1NC(=S)NC(=O)c1cccs1	1.2	-9.8	-0.5	-10.3
67	O=c1c(/C=N/c2ccccn2)c(C(F)(F)F)[nH]n1-c1ccccc1	-2.7	-9.0	-0.3	-12.0
68	CCOC(=O)C1=C(C)NC2=C(C(=O)C(C(=O)OC)C(C)C2)C1c1cc(Cl)c(O)c(OCC)c1 (centres undefined)	-1.3	3.0	-0.1	-10.0
69	O=C(CSCc1ccc(Cl)cc1)Nc1cc([N+](=O)[O-])ccc1O	1.5	-11.3	-0.5	6.2
70	COc1ccc(C2C(C#N)=C(N)Oc3c2sc2ccccc32)cc1 (centres undefined)	-0.6	-2.5	-0.2	4.1
71	COc1ccccc1N1C(=O)c2c(Cl)c(Cl)c(Cl)c(Cl)c2C1=O	0.8	-5.7	-0.1	-4.3
72	COc1ccc(C2=CC3=C(Br)C(=O)C(C)(OC(=O)CCc4ccccc4)C(=O)C3=CO2)cc1 (centres undefined)	0.0	/	0.0	-7.0
73	CC(C)N(C)C(=O)CCC1(Cc2cccc3ccccc23)CCC(=O)N1 (centres undefined)	-0.8	-12.3	-0.1	5.4
74	CN(C)c1ccc(NC(=O)CSc2nnc(NC(=O)c3ccccc3Cl)s2)cc1	-1.2	-19.8	-0.1	-7.3
75	COc1ccc(NC(=O)CSc2nc3ccccc3s2)c([N+](=O)[O-])c1	-0.3	10.2	-0.1	-7.1
76	COc1ccc(Nc2cc(-c3cccnc3)nc(-c3cccnc3)n2)cc1	-0.4	-0.7	0.0	14.6
77	O=C(Cn1cnc2ccccc2c1=O)NCCC(=O)Nc1cccc(Cl)c1	-0.4	-0.2	0.1	20.8
78	COCCCNc1nccn2c(-c3cccc(C(C)=O)c3)cnc12	-0.5	14.7	-0.1	13.4
79	Cc1ccc(-n2nc3c(c2NC(=O)c2cccc([N+](=O)[O-])c2)CS(=O)(=O)C3)c(C)c1	0.7	-8.1	0.8	15.9
80	Oc1cccc(-c2cnn3c(NCc4ccco4)ccnc23)c1	0.3	88.7*	-0.7	-16.6
81	Cc1cc(-c2n[nH]c(=S)n2-c2ccccc2)nn1C	18.2*	9.1	0.2	21.0
82	N#CCCN(CCC#N)C(=O)Cc1ccc(F)cc1	1.7	-1.1	-0.2	-8.2
83	O=C(Nc1ccc(Cl)cn1)c1cc2c(=O)oc3ccccc3c2s1	-0.8	-8.8	0.0	18.5
84	Cc1ccc(Nc2ccc([N+](=O)[O-])nc2[N+](=O)[O-])cc1	2.7	22.7	-0.1	11.2
85	CCC(=O)NNC(=O)CSc1ccc2ccccc2n1	2.8	8.7	-0.2	3.8
86	Cc1c(NC(=O)c2ccc3ncccc3c2)c(=O)n(-c2ccccc2)n1C	-1.5	-0.1	-0.1	0.0
87	COc1cc(C)c(S(=O)(=O)N2c3ccccc3CC2C)cc1C (centres undefined)	3.3	18.4	0.1	1.6

# Screens: PubChem, The Scripps Research Institute Molecular Screening Center
